Yeast growth tox – Inhibitors of S. cerevisiae growth, toxicity. growth inhibition, % at 25 µM (by protocol). S. cerevisiae wild-type growth, A595 turbidity, 16 h. AID 685. actives 0.3% (n = 30,000);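 active = mutant and wild-type yeast strains alike exhibit over 30% growth inhibition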;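 also: 0% = untreated cell controls and 100% = YPD media blanks without cells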
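Schedule: 16 h growth with compound, 30 °C. System: yeast, wild-type or eIF2Bepsilon-R284H mutant. Doses: one dose, 25 µM compound[…]. Buffer or medium: YPD. Signal: turbidity measured as absorbance at 595 nm. Read-out basis: growth inhibition (%) versus cell controls and blanks.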
Yeast eIF2B – eIF2B (yeast) activity modulation; S. cerevisiae eIF2B-epsilon R284H, GCN4-lacZ luminescence; inhibition, % at 25 µM (by protocol); actives 0.91% (n = 27,000); AID 688;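 active = mutant luminescence inhibited past about 50% while wild type luminescence and mutant growth stay under set limits, limit read from the data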; also: some compounds called inactive have numbers as strong as hits
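Times: 16 h growth with compound at 30 °C, 90 min Beta-Glo step; Assay system: yeast eIF2B-epsilon R284H mutant carrying GCN4–beta-galactosidase fusion; Measure: % inhibition of reporter signal and growth versus controls; Dosing: one concentration, 25 µM, 0.25% DMSO; Buffer or medium: YPD yeast growth medium; Measured by: Beta-Glo luminescence plus absorbance at 595 nm.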
Yeast growth tox inhibition % – second read-out of Yeast growth tox, no call of its own (marks repeat the call); growth inhibition, %; S. cerevisiae eIF2Bepsilon-R284H mutant growth, A595 turbidity, 16 h;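 each compound tested once at 25 µM; 0% equals untreated cells and 100% equals cell-free medium blanks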
Yeast eIF2B mutant toxicity – recorded beside Yeast eIF2B, whose call it bears; growth inhibition, %; measured here: mutant yeast growth, toxicity;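 each compound tested once at 25 µM; zero equals untreated control growth and 100 equals blank medium absorbance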
* hit, by the source's call; / = not tested or not shown. This is a subset, so the mix of outcomes need not match the whole.

Each structure is followed by: Yeast growth tox	Yeast growth tox inhibition %	Yeast eIF2B	Yeast eIF2B mutant toxicity
1	N#Cc1cc2sc3nc4ccccc4n3c2cc1C#N
→ -12	13	14	13
2	O=C(CCS(=O)(=O)c1cccc2nonc12)NCCc1ccccc1Cl
→ 11	-5	19	-5
3	Cc1cc2ncn(C(=O)N3CCCC3)c2cc1C
→ 2	3	/	/
4	CCOC(=O)c1oc2cccc(O)c2c1C
→ 17	5	24	5
5	Cc1ccc(S(=O)(=O)C2(C(=O)Nc3ccc(F)cc3)CC2)cc1
→ 14	3	38	3
6	CS(=O)(=O)N1CCC(C(=O)c2cccc(Cl)c2)CC1
→ -3	-21	31	-21
7	O=C(CSc1nnc(C2CC2)n1-c1ccccc1)NCc1ccco1
→ 4	21	/	/
8	CCn1nnnc1SCC(=O)NCc1ccco1
→ -21	4	9	4
9	N#Cc1cccc(Cn2nnc(-c3ccccc3)n2)c1
→ -14	4	19	4
10	Cc1cc(=O)c(C(=O)O)cn1Nc1ccc(F)cc1
→ 15	16	8	16
11	O=C(COc1ncnc2sccc12)N1CCN(S(=O)(=O)c2ccc(Cl)cc2)CC1
→ 2	11	16	11
12	O=C(C1=C(O)C(=O)N(CCN2CCOCC2)C1c1ccncc1)c1ccco1 (centres undefined)
→ -8	8	11	8
13	Cc1cc(N)ccc1-n1c(C)ccc1C
→ 5	-23	14	-23
14	CCCn1c(C(=O)OC)cc2c1ccn2-c1ccc(F)cc1
→ 8	0	-1	/
15	O=C(OC(C(=O)NCc1cccs1)c1ccccc1Cl)c1ccco1 (centres undefined)
→ -2	0	16	/
16	COC(=O)c1cc(-c2ccccc2)on1
→ -16	0	17	/
17	COc1ccc(NC(=O)C2CCCO2)cc1Cl (centres undefined)
→ 34	15	/	/
18	CCCOC(=O)C1[C@H]2C(=O)N(Cc3ccco3)C[C@]23C=C[C@H]1O3 (some centres undefined)
→ -7	-19	38	-19
19	Cc1c(C)n(C(=O)CN2CCC(C)CC2)c2ccccc12
→ 23	3	/	/
20	Cc1cccc(-c2nnc(SCC#N)n2Cc2ccccc2)c1
→ -15	-12	64*	/
21	Fc1ccc(CSc2nc3ccccc3[nH]2)c2ccccc12
→ 30	38	28	38
22	Cc1ccc(Cn2c(=O)n(CCC(=O)NCc3ccc4c(c3)OCO4)c(=O)c3ccccc32)cc1
→ -18	-13	/	/
23	COC(=O)CSC1=C(C#N)C(c2cccc(F)c2)CC(=O)N1 (centres undefined)
→ 27	0	6	/
24	CCN(CC)S(=O)(=O)c1ccc(N(C)Cc2cccnc2)nc1
→ 15	14	-44	14
25	CCS(=O)(=O)N1CCC(C(=O)NCCC2=CCCCC2)CC1
→ 10	-3	27	-3
26	Cc1[nH]n(-c2ccc([N+](=O)[O-])cc2)c(=O)c1C=NCCN1CCN(C(=O)c2ccc(Br)cc2)CC1
→ 8	-10	47	-10
27	CN1CCN(CCC(=O)Nc2ccccc2Cl)CC1
→ 12	0	-5	/
28	Nc1ccccc1C(=O)NCc1ccccc1
→ 29	10	19	10
29	O=C(COc1ccc(Cl)cc1)Nc1nc(-c2ccc(S(=O)(=O)N3CCOCC3)cc2)cs1
→ 10	2	-41	2
30	Nc1nc2ccccc2n1/N=C/c1cccnc1
→ 1	0	12	/
31	CC(C)N(C#N)c1nc(N2CCOCC2)nc(N2CCOCC2)n1
→ 2	37	16	37
32	Cc1cc(N2CCOCC2)nc2ccccc12
→ /	/	-3	/
33	CCCCn1c(C(C)NC(=O)c2cccs2)nc2ccccc21 (centres undefined)
→ 17	-4	25	-4
34	COc1ccc(CNC(=O)CN(CC2CCCO2)C(=O)CNS(=O)(=O)c2ccc(C)cc2)cc1 (centres undefined)
→ 21	8	22	8
35	O=C(CCCN1C(=O)c2ccccc2C1=O)N1CCN(c2ccccn2)CC1
→ 0	12	7	12
36	O=C(O)CCCC(=O)N1CCN(C(c2ccccc2)c2ccccc2)CC1
→ 14	7	14	7
37	CCOc1ccc(NC(=S)/C(=C(\[O-])c2ccc(C)c([N+](=O)[O-])c2)[n+]2ccccc2)cc1
→ 25	15	22	15
38	COc1ccccc1-n1c(CNc2ccc(F)cc2)nnc1SCC(=O)Nc1cc(C)on1
→ 15	-18	14	-18
39	Cc1ccc(NC(=O)c2cc(NC(=O)CCC(=O)O)ccc2N2CCCCC2)cc1
→ -2	-5	8	-5
40	C=CCn1c(SCC(=O)NCc2ccco2)nnc1-c1ccc2ccccc2n1
→ -3	3	/	/

In the list so far, three contain a thiophene ring, fused or not:
Each structure is followed by: Yeast growth tox	Yeast growth tox inhibition %	Yeast eIF2B	Yeast eIF2B mutant toxicity
11	O=C(COc1ncnc2sccc12)N1CCN(S(=O)(=O)c2ccc(Cl)cc2)CC1
→ 2	11	16	11
15	O=C(OC(C(=O)NCc1cccs1)c1ccccc1Cl)c1ccco1 (centres undefined)
→ -2	0	16	/
33	CCCCn1c(C(C)NC(=O)c2cccs2)nc2ccccc21 (centres undefined)
→ 17	-4	25	-4

Looked up above:
Reading of no. 37 in Yeast eIF2B mutant toxicity: 15
Reading of no. 28 in Yeast eIF2B mutant toxicity: 10
Reading of no. 38 in Yeast growth tox inhibition %: -18
Reading of no. 33 in Yeast eIF2B mutant toxicity: -4
Reading of no. 35 in Yeast growth tox: 0
Reading of no. 27 in Yeast growth tox inhibition %: 0
Reading of no. 39 in Yeast eIF2B mutant toxicity: -5

Continuation.
Each structure is followed by: Yeast growth tox	Yeast growth tox inhibition %	Yeast eIF2B	Yeast eIF2B mutant toxicity
41	COCC(C)NC(=O)c1cc(-c2ccc(OC)c(OC)c2)on1 (centres undefined)
→ -11	5	11	5
42	CC(=O)Nc1ccc(NC2=Nc3ccccc3N3C2=Nc2c(c(C)nn2-c2ccccc2)C3c2ccccc2)cc1 (centres undefined)
→ 31	-52	30	-52
43	C/C(N)=C(/C#N)C(=O)COc1ncnc2ccc(Br)cc12
→ 11	-6	33	-6
44	O=C1CSC(c2cn(-c3ccccc3)nc2-c2cc3ccccc3oc2=O)N1Cc1cccnc1 (centres undefined)
→ 42	12	13	12
45	Cc1cccc2cc(C(c3nnnn3CC3CCCO3)N3CCCC4(CCCCC4)C3)c(=O)[nH]c12 (centres undefined)
→ 18	-9	10	-9
46	O=C1c2ccsc2SCCN1Cc1cccc(Cl)c1
→ 11	27	25	27
47	Nc1cc(N)nc(SCC(=O)N2CCCCC2)n1
→ 8	4	28	4
48	CCc1nnc(NC(=O)CN2C(=O)c3ccccc3C2=O)s1
→ 12	0	16	/
49	Cn1c(C(=O)N2CCc3ccccc32)cc2c(=O)n3ccccc3nc21
→ -16	5	17	5
50	O=S1(=O)CC/C(=N\O)c2ccccc21
→ 11	0	/	/
51	CCOC(=O)C1=C(C)NC(=O)NC1c1ccccc1Cl (centres undefined)
→ -11	-10	17	-10
52	CC1CC2(CCCCC2)Nc2ccc3ccccc3c21 (centres undefined)
→ /	/	28	/
53	O=C(NCCN1CCN(c2ccccc2)CC1)C1CCN(S(=O)(=O)N2CCOCC2)CC1
→ 8	-18	16	-18
54	Cc1ccc(CN(C)C(=O)C2CCCN2C(=O)c2cccs2)o1 (centres undefined)
→ 1	-21	1	-21
55	COc1ccccc1Cn1c(=S)[nH]c2cc(C(=O)N3CCN(C)CC3)ccc2c1=O
→ 5	9	20	9
56	O=c1c2ccccc2[nH]c(=S)n1CC1CCCO1 (centres undefined)
→ 2	-14	10	-14
57	CCCCNC(=O)c1ccc(CNc2c(N3CCC(C(=O)OCC)CC3)c(=O)c2=O)cc1
→ 9	-27	15	-27
58	CCOc1cc(CN2CCN(C(=O)c3ccco3)CC2)ccc1OC
→ /	/	10	/
59	CCn1c(SCC(=O)Nc2ccccc2N2CCOCC2)nnc1-c1ccccc1O
→ 7	4	13	4
60	CCCCNC(=O)C1CC(=O)N(C2CCCCC2)C1 (centres undefined)
→ 0	30	-5	30
61	Cc1c(C(=O)N2CCOCC2)sc2ncn(CC(=O)N3CCC(C)CC3)c(=O)c12
→ 5	10	24	10
62	CCOc1ccccc1C(=O)NC(C)c1ccc2c(c1)OCO2 (centres undefined)
→ -5	0	39	/
63	COC(=O)c1cn(NC(=O)CCC2CCCC2)c(=O)c2ccccc12
→ 15	3	19	3
64	CCOc1cccc(OCCCOc2ccccc2)c1
→ 6	8	6	8
65	O=C(Nc1cccnc1)c1ccc(COc2ccccc2Br)o1
→ 6	-29	31	-29
66	Cc1nnc(SCC(=O)n2c3c(c4ccccc42)CCCC3)s1
→ -30	-19	13	-19
67	CCOC(=O)/C(C#N)=C\C=C1C=CN(C)C=C1
→ 2	-3	/	/
68	COc1ccc2c(CCNC(=O)c3ccco3)c[nH]c2c1
→ 15	-7	3	-7
69	CC(=O)N(C)c1ccc(NC(=O)C(F)(F)F)cc1
→ 4	4	11	4
70	O=C(Nc1ccccc1)N(C1=NCCC1)c1ccc(OC(F)F)cc1
→ 4	-9	10	-9
71	Cc1ccc2oc(-c3cccc(NC(=O)c4ccc(Br)o4)c3)nc2c1
→ -12	8	/	/
72	COc1ccccc1CNC(=O)c1cnccn1
→ 43	5	16	5
73	O=C(O)CC(C(=O)N(c1ccccc1)c1ccccc1)N1CCOCC1 (centres undefined)
→ 6	4	19	4
74	COc1ccnc(CSC(N)=Nc2ccc(F)cc2)c1
→ 4	0	8	/
75	CCOc1ccc(C2/C(=C(/O)c3ccccc3)C(=O)C(=O)N2CCCN(C)C)cc1OC (centres undefined)
→ /	/	15	/
76	COc1ccc(NC(=O)Nc2ncccc2C)cc1
→ 3	-30	45	-30
77	CCOC(=O)C1CCCN(Cc2cccs2)C1 (centres undefined)
→ 16	19	15	19
78	CCOCC(=O)Nc1nc(-c2ccccc2)c(CC)s1
→ 7	13	/	/
79	CC(=O)C1=C(O)C(=O)N(c2nccs2)C1c1ccc(Br)cc1 (centres undefined)
→ 18	9	/	/
80	COc1cccc(C(=O)Cn2c(NCCO)nc3ccccc32)c1
→ 2	-21	-7	-21

Some entries already given, showing only Yeast growth tox inhibition %, Yeast growth tox and Yeast eIF2B:
#	SMILES	Yeast growth tox inhibition %	Yeast growth tox	Yeast eIF2B
68	COc1ccc2c(CCNC(=O)c3ccco3)c[nH]c2c1	-7	15	3
18	CCCOC(=O)C1[C@H]2C(=O)N(Cc3ccco3)C[C@]23C=C[C@H]1O3 (some centres undefined)	-19	-7	38
45	Cc1cccc2cc(C(c3nnnn3CC3CCCO3)N3CCCC4(CCCCC4)C3)c(=O)[nH]c12 (centres undefined)	-9	18	10
70	O=C(Nc1ccccc1)N(C1=NCCC1)c1ccc(OC(F)F)cc1	-9	4	10
57	CCCCNC(=O)c1ccc(CNc2c(N3CCC(C(=O)OCC)CC3)c(=O)c2=O)cc1	-27	9	15

Further structures
Each structure is followed by: Yeast growth tox	Yeast growth tox inhibition %	Yeast eIF2B	Yeast eIF2B mutant toxicity
81	O=C1CCCc2nc(N3CCN(C(c4ccccc4)c4ccccc4)CC3)ncc21
→ -4	15	-6	15
82	CCCn1c(SCC(=O)N2CCN(S(=O)(=O)c3ccc(Cl)cc3)CC2)n[nH]c1=O
→ 16	11	15	11
83	CCN(CC)S(=O)(=O)c1cc(C(=O)n2cccn2)c(Cl)cc1Cl
→ -18	3	7	3
84	CC1CCC2(CC1)C(Nc1cccc(Cl)c1)=NC(=S)N2CC#N (centres undefined)
→ -19	7	25	7
85	O=C(c1cc2ccccc2o1)c1nc2c(n1O)CCCCC2
→ 3	-4	27	-4
86	Cn1c(=O)[nH]c(=O)c2c1nc(CN1CCN(c3ccccc3F)CC1)n2CCCc1ccccc1
→ -21	-21	39	-21
87	Cc1cc(C)cc(OCC(=O)Nc2ccccc2N2CCCCC2)c1
→ -7	12	21	12
88	N#CC1=C(N)Oc2n[nH]c(-c3ccccc3)c2C12C(=O)Nc1ccccc12 (centres undefined)
→ 15	11	/	/
89	Cc1cc(C)n(-c2nc3ccccc3c(=O)n2OCc2ccc(Cl)cc2)n1
→ 6	11	/	/
90	CC(C)(C)c1csc(NC2=NS(=O)(=O)c3ccccc32)n1
→ -29	-26	8	-26
91	COc1ccc(C(C[N+](=O)[O-])c2c(-c3ccccc3)cc3ccccn23)cc1OC (centres undefined)
→ -10	29	16	29
92	O=C(CCC(=O)Nc1ccc(Oc2ccccc2)cc1)NCCO
→ 7	17	-2	17
93	COc1ccc(-c2c(C)n([O-])c3c([n+]2=O)CCCC3)cc1
→ -15	-5	-11	-5
94	O=C(Nc1ccc2c(c1)OCCO2)C1CCN(C(=O)c2ccc(Br)cc2)CC1
→ -6	0	21	/
95	Cc1cccc(OCCCn2c(=O)sc3ccccc32)c1
→ 21	-5	-3	-5
96	Cc1ccc2cc(C#N)c(SCC(=O)NCC3CCCO3)nc2c1C (centres undefined)
→ 15	-4	2	-4

Bioassay records (PubChem)
